PLC-gamma1 inh – blocks human PLC-gamma1 enzyme activity. P19174. 370,000 compounds, 0.84% hits. inhibition, % at 12.2 µM. purified PLC-gamma1, fluorogenic substrate, fluorescence; in the data active = inhibition above about 9.5%
ASAP1 GAP inh – ASAP1 ArfGAP inhibition. Q9ULH1. ASAP1-stimulated ARF1 GTP hydrolysis, GDP FP detection. inhibition, % at 16.5 µM. AID 624377. 360,000 compounds, 0.19% hits; in the data active = inhibition above about 25%;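 note: 0% = vehicle with enzyme and substrate and 100% = no enzyme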
ADAM17 inh – inhibits human ADAM17; AID 720648; 370,000 compounds, 0.83% hits; recombinant ADAM17, EDANS/DABCYL FRET peptide cleavage; inhibition, % at 6.95 µM; P78536;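 active = inhibition above the mean of compounds lying between control limits plus 3 SD, set per campaign, cut at about 8.5% in these data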;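 note: 0% = DMSO-only wells as the low control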
PLCb3 inh – PLC-beta3 (human) inhibition, primary screen; Q01970; Purified PLC-beta3, fluorogenic substrate, fluorescence; inhibition, % at 12.2 µM; 370,000 compounds, 0.18% hits; in the data active = inhibition above about 11%;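 note: 0% = median of compound wells on plate and 100% = full blocker control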
ARFGAP1 inh – inhibits rat ARF GTPase activating protein 1; Arfgap1-stimulated ARF1 GTP hydrolysis, GDP FP detection; AID 651572; inhibition, % at 16.5 µM; 360,000 compounds, 0.26% hits;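 active = inhibition above a per-plate limit, mean inhibition of low control wells plus 3 SD, cut at about 25% in these data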;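 note: 0% = DMSO wells with enzyme and 100% = wells lacking Arfgap1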
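Material: rat Arfgap1 GAP domain (His6, aa 1-136), purified enzyme. Also added: human ARF1(Δ1-17)-GTP substrate. Compound dosing: 16.5 µM single point, 1.26% DMSO. Timing: enzyme reaction 120 min at 25 °C after 20 min preincubation. Signal: GDP detection by fluorescence polarization. Read-out basis: percent inhibition of GAP-stimulated GDP formation, scaled between DMSO and no-Arfgap1 medians.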
DDE Tn7 FP inh – inhibitors of Tn7 peptide binding to human fibrin DD(E); P02675; inhibition, % at 8.3 µM; FP displacement of FITC-Tn7 peptide from fibrin DD(E); 0% = median of compound wells per plate; 370,000 compounds, 0.13% hits;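 active = inhibition above the mean of compounds falling within the control limits plus 3 SD of them, cut at about 14% in these data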;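 note: 0% = plate median of compound wells and 100% = 10 µM Aha-Tn7 peptide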
Target sequence (P02675 whole entry, looked up): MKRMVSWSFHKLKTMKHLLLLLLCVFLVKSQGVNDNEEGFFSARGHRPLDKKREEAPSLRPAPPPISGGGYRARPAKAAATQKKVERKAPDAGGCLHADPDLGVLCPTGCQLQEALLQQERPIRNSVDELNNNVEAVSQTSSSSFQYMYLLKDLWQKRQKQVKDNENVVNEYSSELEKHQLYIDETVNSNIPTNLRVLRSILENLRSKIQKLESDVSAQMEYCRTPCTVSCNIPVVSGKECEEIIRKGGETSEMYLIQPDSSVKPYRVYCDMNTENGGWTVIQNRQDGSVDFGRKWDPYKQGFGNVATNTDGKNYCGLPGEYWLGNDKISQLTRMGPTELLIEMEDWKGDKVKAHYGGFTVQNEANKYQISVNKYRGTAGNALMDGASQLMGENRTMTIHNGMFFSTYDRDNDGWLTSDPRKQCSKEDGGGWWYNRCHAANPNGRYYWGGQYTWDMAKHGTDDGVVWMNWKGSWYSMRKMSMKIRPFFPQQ
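System: human fibrin DD(E); quantity: Fibrin-DD(E) at 2 µM final; also added: fluorescent Tn7 probe at 0.1 µM; compound dosing: single nominal test concentration of 8.3 µM per compound; schedule: 10 min preincubation, 3 h with tracer, room temperature; detection: fluorescence polarization of the labelled Tn7 tracer; repeats: one replicate per compound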
UHRF1 binding – human UHRF1 methylated DNA binding inhibitors; AID 687016; 370,000 compounds, 0.75% hits; UHRF1 binding to methylated oligo, TR-FRET; inhibition, % at 4.4 µM; in the data active = inhibition above about 21%;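 note: UHRF1 SRA domain binding a hemimethylated CpG hairpin DNA probe; 0% = median of test compound wells and 100% = reference inhibitor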
proKLK7 act – activates the human kallikrein-7 zymogen; purified proKLK7, EDANS-DABCYL substrate fluorescence; 100% is mature enzyme control, 0% vehicle; activation, % at 7 µM; 370,000 compounds, 0.9% hits;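 active = activation above the mean of all tested compounds plus 3 SD, computed per campaign excluding outliers beyond control limits, cut at about 13% in these data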
DDE Tn6 FP inh – inhibitors of Tn6 peptide binding to human fibrin DD(E); P02675; Fibrin DD(E) TRITC-Tn6 fluorescence polarization displacement; inhibition, % at 8.3 µM; 370,000 compounds, 0.21% hits; AID 720509;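 active = inhibition above a per-campaign cutoff: mean of compounds within control limits plus 3 SD, cut at about 15% in these data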;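 note: 0% = median of all compound wells on the plate and 100% = blocking peptide control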
MBD2 DNA inh – inhibitors of human MBD2 binding to methylated oligonucleotide; Q9UBB5; TR-FRET; inhibition, % at 4.4 µM; 370,000 compounds, 0.31% hits; AID 686964; in the data active = inhibition above about 13%
Target sequence (Q9UBB5 whole entry, looked up): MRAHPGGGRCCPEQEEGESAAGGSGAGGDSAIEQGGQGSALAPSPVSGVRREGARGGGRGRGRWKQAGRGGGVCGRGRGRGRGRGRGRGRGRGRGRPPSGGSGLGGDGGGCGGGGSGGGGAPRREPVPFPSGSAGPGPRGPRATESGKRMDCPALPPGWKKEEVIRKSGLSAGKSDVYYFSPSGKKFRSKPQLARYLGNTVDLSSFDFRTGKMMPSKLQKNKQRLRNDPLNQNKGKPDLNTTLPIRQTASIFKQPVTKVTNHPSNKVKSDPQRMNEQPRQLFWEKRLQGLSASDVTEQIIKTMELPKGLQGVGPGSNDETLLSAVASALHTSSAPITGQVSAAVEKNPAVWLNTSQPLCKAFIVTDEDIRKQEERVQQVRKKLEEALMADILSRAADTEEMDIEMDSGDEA
* hit, by the source's call; i = inactive.

Under each structure: MBD2 DNA inh	UHRF1 binding	PLCb3 inh	DDE Tn6 FP inh	proKLK7 act	ARFGAP1 inh	ASAP1 GAP inh	ADAM17 inh	PLC-gamma1 inh	DDE Tn7 FP inh
1) CC1=C(C(=O)N2CCOCC2)CC(CC(=O)NC2CCCCC2)C(=O)N1CCCN1CCCC1=O (stereo not given)
→ -3	-1	2	-1	0.2	5	6	-1	2	0
2) COc1ccc2c(c1)c(CC(=O)OC(C)C(=O)N(C)C)c(C)n2C(=O)c1ccc(Cl)cc1 (stereo not given)
→ -3	4	-5	1	0.3	-1	-13	5	2	-4
3) CCOc1ccc2nc(SCC(=O)NNC(=O)c3ccco3)c(C)cc2c1
→ 1	2	-2	2	-0.6	-8	-3	0	2	6
4) O=[N+]([O-])c1ccccc1S(=O)(=O)NCCC1=CCCCC1
→ 1	-3	2	-1	-0.5	1	-16	1	0	1
5) COc1ccc(S(=O)(=O)N(C)C[C@H]2OCc3cnnn3CCCC(=O)N([C@@H](C)CO)C[C@H]2C)cc1
→ 3	1	6	-3	1.0	3	13	-2	0	1
6) COc1cc(OC)nc(NC(=O)NS(=O)(=O)c2ccc(OC(F)(F)F)cc2)n1
→ 2	1	6	0	0.1	9	9	-1	2	4
7) O=C(c1ccco1)N1CCN(c2c(-c3ccccc3)c3cc(Cl)ccc3[nH]c2=O)CC1
→ 1	-1	i	0	-40	-1	0	-23	i	-2
8) C[C@H](NS(=O)(=O)c1ccc(Cl)cc1)C(=O)OCC(=O)NCCc1ccc(S(N)(=O)=O)cc1
→ 0	5	2	-4	-0.1	3	-14	4	1	-4
9) COc1cc(/C=C/C(=O)N[C@@H](Cc2c[nH]c3ccccc23)C(=O)O)ccc1O
→ 0	0	-27	5	-11	2	5	-10	-13	-5
10) COc1ccc(NC(=O)CSc2nc(O)cc(=O)[nH]2)c(OC)c1
→ 0	6	-10	-4	0.4	4	10	-5	1	4
11) O=C1OC(c2ccccc2)=N/C1=C\C=C\c1ccco1
→ 9	32*	-18	-8	1.4	-7	0	-1	-12	-6
12) Clc1ccc(CSc2ncn[nH]2)cc1
→ -2	1	0	-3	0.5	4	21	-5	1	-5
13) Cc1cc2oc(=O)c3c(c2cc1OC(=O)c1ccco1)CCCC3
→ -4	-2	-3	3	0.9	4	7	-4	-9	1
14) Cc1ccc2nsnc2c1NC(=O)c1ccc([N+](=O)[O-])cc1
→ 6	5	-4	-5	-0.5	0	8	-4	3	4
15) CCSc1n[nH]c(=O)n1C
→ 8	3	1	-1	-0.4	6	7	-6	3	3
16) CC(C)Cn1c(N)c(C(=O)COC(=O)c2cc(F)cc(F)c2)c(=O)n(C)c1=O
→ 0	-1	1	-2	-0.1	8	18	-2	3	-4
17) CC(Sc1ccc(S(=O)(=O)N2CCOCC2)cn1)C(=O)Nc1ccc(Cl)cc1Cl (stereo not given)
→ -6	1	-7	5	-0.5	0	2	-1	-6	10
18) Cc1ccc(C2=NN(C(=O)CCl)C(c3cccs3)C2)o1 (stereo not given)
→ -1	2	1	0	0.6	8	10	-3	-2	-7
19) Nc1ccc(-c2nc3ccccc3s2)cn1
→ 6	-8	-250	-6	6.2	15	4	i	-150	1
20) COc1ccc(C)cc1-n1nnnc1SCC(=O)c1cc(C)n(Cc2ccco2)c1C
→ 0	1	-2	1	0.0	10	2	1	2	-2
21) Cc1cccc(C(C(=O)NC2CCCC2)N(C(=O)c2csnn2)C2CC2)c1 (stereo not given)
→ 1	-4	-3	1	-0.2	6	4	0	1	0
22) O=C(NC1=NCCS1)c1cccc(S(=O)(=O)N2CCOCC2)c1
→ 4	1	0	1	0.2	-1	-18	2	2	-1
23) COC(=O)CSC1=C(C#N)C(c2cccc(F)c2)CC(=O)N1 (stereo not given)
→ -2	0	2	-6	0.0	3	3	-1	4	-3
24) COc1ccc(-c2c(C(C)=O)c(C)nc3sc4c(=O)n(-c5ccc(C)cc5)nnc4c23)cc1
→ 1	-1	4	4	-0.4	-1	-1	-2	0	-2
25) CCCCOc1ccc(C(=O)C(CN2CCOCC2)c2ccccc2)cc1 (stereo not given)
→ -7	-3	2	4	-0.2	-2	-5	-1	-1	-7
26) Cc1ccc(S(=O)(=O)N2CCN(C(=O)Cn3cnc4c3c(=O)n(C)c(=O)n4C)CC2)cc1C
→ -8	-1	2	-1	-0.7	2	9	2	0	-4
27) Cc1nnsc1C(=O)NNc1c(Cl)cccc1Cl
→ -5	1	-7	-5	-0.6	3	1	-6	2	2
28) CCCNC(=O)Cn1cc(S(=O)(=O)N2CCCC2)c(S(=O)(=O)N2CCCC2)c1
→ -1	0	-9	2	-0.2	-6	0	-2	-2	3
29) CCOC(=O)C(C(=O)OCC)C(=O)c1cc(OC)c(OC)c(OC)c1
→ 5	1	-1	-4	-0.8	10	-5	-4	-1	0
30) CCC(CC)C(=O)N(C)c1c(C)nc2c(OCC3CCCCC3)cccn12
→ 2	2	0	4	-0.3	-6	-10	0	0	-1

Structures from the list above with a furan ring, fused or not (six):
Under each structure: MBD2 DNA inh	UHRF1 binding	PLCb3 inh	DDE Tn6 FP inh	proKLK7 act	ARFGAP1 inh	ASAP1 GAP inh	ADAM17 inh	PLC-gamma1 inh	DDE Tn7 FP inh
3) CCOc1ccc2nc(SCC(=O)NNC(=O)c3ccco3)c(C)cc2c1
→ 1	2	-2	2	-0.6	-8	-3	0	2	6
7) O=C(c1ccco1)N1CCN(c2c(-c3ccccc3)c3cc(Cl)ccc3[nH]c2=O)CC1
→ 1	-1	i	0	-40	-1	0	-23	i	-2
11) O=C1OC(c2ccccc2)=N/C1=C\C=C\c1ccco1
→ 9	32*	-18	-8	1.4	-7	0	-1	-12	-6
13) Cc1cc2oc(=O)c3c(c2cc1OC(=O)c1ccco1)CCCC3
→ -4	-2	-3	3	0.9	4	7	-4	-9	1
18) Cc1ccc(C2=NN(C(=O)CCl)C(c3cccs3)C2)o1 (stereo not given)
→ -1	2	1	0	0.6	8	10	-3	-2	-7
20) COc1ccc(C)cc1-n1nnnc1SCC(=O)c1cc(C)n(Cc2ccco2)c1C
→ 0	1	-2	1	0.0	10	2	1	2	-2

More structures:
Under each structure: MBD2 DNA inh	UHRF1 binding	PLCb3 inh	DDE Tn6 FP inh	proKLK7 act	ARFGAP1 inh	ASAP1 GAP inh	ADAM17 inh	PLC-gamma1 inh	DDE Tn7 FP inh
31) Cc1[nH]n(-c2ccccc2)c(=O)c1C=Nc1ccc(S(=O)(=O)NC(N)=O)cc1
→ -5	-9	6	3	-0.1	8	0	-1	5	-1
32) CCN1CCCC1CNC(=O)C(=O)Nc1ccccc1 (stereo not given)
→ -5	4	-3	-11	-0.1	3	7	2	4	-13
33) Cc1ccc(S(=O)(=O)N2CCN(C(=O)COC(=O)c3ccc(C(C)(C)C)cc3)CC2)c(C)c1
→ 6	5	-9	-6	-0.2	2	4	-3	2	2
34) O=C(NCCN1CCOCC1)c1csc2c1CCCCC2
→ -2	-3	2	0	-0.4	-10	6	-1	3	5
35) COc1ccc(NC(=O)N(C)C[C@H]2Oc3ccc(NC(=O)C4CC4)cc3C(=O)N([C@H](C)CO)C[C@@H]2C)cc1
→ 6	-1	-1	6	-0.7	6	-16	-4	0	2
36) CCc1cccc(C)c1NC(=O)C1CCN(c2nn3c(=O)cc(C)nc3s2)CC1
→ -3	-2	-5	-1	-0.5	3	-6	-7	2	-2
37) Cc1ccc(C(=O)CNc2cc(C)ccc2C)cc1
→ 7	1	-7	-4	0.1	11	10	3	2	0
38) Cc1ccc(N2C(=O)c3ccc(N)cc3C2=O)cc1C
→ -2	5	i	-6	-4.8	5	12	0	-440	3
39) CC(CC(=O)N(C)c1c(N)n(Cc2ccccc2)c(=O)[nH]c1=O)c1ccccc1 (stereo not given)
→ -3	-2	-1	4	0.1	-28	-14	2	-2	9
40) OCc1ccccc1-c1nc(NCc2ccccc2)nc2ccsc12
→ 1	-1	-230	-6	5.6	5	7	-275	-151	0
41) CCNC(=O)C1(C)CCN(C(=O)c2ccc3ccccc3c2)C1 (stereo not given)
→ 1	0	1	-2	0.0	-3	1	-2	-1	6
42) CCOC(=O)Cc1csc(NC(=O)c2cccc(OC)c2)n1
→ -5	1	2	-9	0.2	4	0	2	5	0
43) O=C(N/N=C\c1cc(Br)cs1)C1COc2ccccc2O1 (stereo not given)
→ 0	-3	-4	4	-0.8	15	3	-1	0	2
44) CCOc1ccc(C(=O)NNC(=O)C2CC(=O)N(c3ccc(C)cc3)C2)cc1 (stereo not given)
→ -6	-2	-6	3	0.0	-2	-13	-1	2	6
45) CC[C@H](C)[C@H]1CNC(=O)C(=O)N1CC1CCN(CC(C)C)CC1
→ -6	-5	1	-9	0.2	2	9	-1	0	-7
46) COc1ccccc1NC(=O)NNC(=O)c1ccncc1
→ 3	4	4	-2	-0.1	-4	-6	-3	6	1
47) Cn1nnnc1SCC(=O)N1CCc2ccccc21
→ 0	2	-5	1	0.5	3	0	-2	6	1
48) O=C(Nc1cc(S(=O)(=O)N2CCOCC2)ccc1N1CCOCC1)c1ccc(S(=O)(=O)N2CCCCC2)cc1
→ -6	-1	-4	3	0.1	-3	-10	-3	0	1
49) COc1ccc2[nH]c(=O)c(CN(Cc3cccs3)Cc3nnnn3Cc3ccccc3)cc2c1
→ 2	-1	-11	0	-4.0	-2	-4	-14	-11	2
50) O=C(Cn1nnc2ccccc21)OCC(=O)c1ccc(Cl)cc1
→ 1	2	-9	0	-0.8	2	-5	-8	-2	-4
51) CCOC(=O)c1cc(S(=O)(=O)Nc2ccc(OC)cc2OC)cn1C
→ -3	0	-2	3	-0.4	-1	-2	-3	2	-2
52) O=c1cc(CN2CCCCCCC2)c2ccccc2o1
→ 2	4	2	-1	-0.5	-1	11	1	1	-2
53) COc1ccc(C(CNC(=O)c2ccc(N3CCCC3=O)cc2)N(C)C)cc1 (stereo not given)
→ 1	1	-4	-2	0.4	0	-12	-5	-3	-3
54) O=C(/C=C\c1ccco1)c1ccc(NC(=O)c2ccco2)cc1
→ 9	12	-28	-1	-0.7	3	-5	-12	-20	5

Bioassay records (PubChem)
